Assay outcomes deposited in PubChem BioAssay by Broad Institute.
EWS-Fli inh = EWS/Fli-driven NR0B1 reporter inhibitors, primary screen, A673 cells, NR0B1 luciferase, luminescence, MLPCN library. viability-normalised. 350,000 compounds, 0.67% hits. inhibition, % at 12.6 µM;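 active = mean inhibition of at least 50% after viability correction, with every replicate also passing that limit; inconclusive = mean reaches 50% but only one of two replicates passes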;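 note: firefly luciferase signal divided by Alamar Blue viability fluorescence both relative to DMSO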
INS-1E GSIS act = GLuc luminescence reporter in INS-1E cells, primary screen for activators of glucose-dependent secretion of insulin | INS-1E GLuc reporter insulin secretion, 2-3 h | activation, % at 16.6 µM | AID 743287, 2014 | 370,000 compounds, 0.61% hits;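 active = lowest replicate activation of at least 40%, so every replicate reaches that level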;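 note: 0% = median of neutral control wells and 100% = median of IBMX positive control wells; some compounds called inactive have numbers as strong as hits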
FN deposit inh = inhibitors of fibronectin matrix deposition, primary screen, AH1F cells, Alexa488-fibronectin fluorescence, plate reader. AH1F fibroblasts, overnight. inhibition, % at 12.6 µM. 350,000 compounds, 0.086% hits. AID 743247, 2014;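 active = mean inhibition across replicates of 30% or more, regardless of how many single replicates reach that level; inconclusive = mean under 30% yet at least half of replicates reach 30%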;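 note: positive control wells lacked labelled fibronectin entirely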
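Material – AH1F fibroblast monolayer, labelled fibronectin deposition · Reagent – labelled fibronectin 24 nM · Timing – 1 h adhesion, overnight exposure · Measured by – fluorescence at 485 nm excitation, 525 nm emission · Read-out – inhibition of fibronectin deposition signal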
miR122 inh = miR-122 Renilla sensor signal increase in Huh7, primary screen, miR-122 inhibitor project, cell-based, single point, plate reader | 340,000 compounds, 0.3% hits | activation (reporter increase), % at 12.5 µM | Huh7 miR-122 Renilla luciferase sensor, 48 h; neutral wells = 0, positive control = 100;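 active = mean replicate activation score at least 90 and every replicate individually at or above 90; inconclusive = only one of the two criteria met; inactive = neither criterion met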;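 note: higher luciferase means less miR-122 activity so hits act as miR-122 inhibitors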
PAX8 reporter = inhibitors of PAX8-driven TPO luciferase reporter, primary screen, RMG-I cells, single concentration. SteadyGlo, 24 h. inhibition, % at 12.6 µM. 360,000 compounds, 1.2% hits;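 active = mean replicate inhibition at least 60% with every replicate also reaching 60%; inconclusive = only one of the two criteria is met; inactive = mean below 60% and not all replicates reaching 60%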;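 note: luciferase light reporting Pax8 driven TPO promoter activity; plate controls were median of neutral control wells for no effect and mitoxantrone controls for full effect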
DENV2 CPE rescue = inhibitors of DENV2 cytopathic effect, primary screen, cell-based, plate reader, single concentration. AID 651640, 2012. DENV2-infected cells, cytopathic effect rescue. 350,000 compounds, 1.7% hits. CPE inhibition, % at 9.99 µM; in the data active = CPE inhibition above about 20%, passing the limit was not always enough; inconclusive = no clear call, values can overlap the other calls; tested in BHK-21 cells;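 note: 0% = median of neutral control wells and 100% = median of positive control wells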
F508del corr = F508del CFTR correction, initial screen, CFBE line, single point. CFBE cells, YFP halide quenching; stimulated with forskolin plus potentiator P3; % fluorescence drop versus neutral controls. activity (quench increase), % at 7.58 µM. 350,000 compounds, 0.36% hits. AID 720511, 2013;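 active = mean added fluorescence quench of at least 8% versus neutral control, with both replicates also reaching 8%; inconclusive = only one of the mean or replicate conditions met; inactive = mean below 8% and not both replicates reaching 8%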;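 note: cells transiently co-express mutant CFTR-F508del with the halide-sensitive YFP; corrector assay measuring rescue of mutant channel to the surface after 24 h compound exposure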
* marks the source's active call; other numbers are inactive results; [ ] = remark or other dose. Outcome played no part in choosing rows, and some 3.9% of all compounds hit somewhere here.

Preview:
`N=c1sccn1CC(=O)NC(=O)NC1CCCC1` gave EWS-Fli inh 13, FN deposit inh 1, miR122 inh -1, PAX8 reporter -8 and DENV2 CPE rescue 2.
CCn1c2ccc(F)cc2c2nnc(NN)nc21 was read as INS-1E GSIS act 4, miR122 inh 6 and PAX8 reporter 2.

This part in full, repeating the preview:
`N=c1sccn1CC(=O)NC(=O)NC1CCCC1` gave EWS-Fli inh 13, FN deposit inh 1, miR122 inh -1, PAX8 reporter -8 and DENV2 CPE rescue 2.
CCn1c2ccc(F)cc2c2nnc(NN)nc21 was read as INS-1E GSIS act 4, miR122 inh 6 and PAX8 reporter 2.
Screening CC(=O)Nc1cccc(C(=O)N/N=C/c2cccnc2)c1 returned EWS-Fli inh -11, INS-1E GSIS act 9, FN deposit inh -9, miR122 inh -7, PAX8 reporter -13, DENV2 CPE rescue -7 and F508del corr -1.0.
For O=C(C[C@@H]1CC[C@H]2[C@@H](COC[C@@H](O)CN2Cc2ccncc2)O1)NCC1CC1 the results were EWS-Fli inh 7, INS-1E GSIS act 2, FN deposit inh 7, miR122 inh 4[16.7 µM], PAX8 reporter 18, DENV2 CPE rescue 8 and F508del corr -1.9.
For CO[C@H]1CN(C)C(=O)c2cc(NC(=O)C3CCC3)ccc2OC[C@H](C)N(Cc2ccncc2)C[C@@H]1C the results were EWS-Fli inh 2, INS-1E GSIS act 0, FN deposit inh 0, miR122 inh 4[16.7 µM], DENV2 CPE rescue -2 and F508del corr -1.2.
For O=C(OCC(=O)N1CCCc2ccccc21)c1cccc(C(F)(F)F)c1 the results were EWS-Fli inh -2, INS-1E GSIS act -18, FN deposit inh 1, PAX8 reporter 13 and F508del corr -0.8.
`C[C@@H]1CCCCO[C@H](CN(C)C(=O)NC2CCCCC2)[C@@H](C)CN([C@H](C)CO)C(=O)c2cc(NS(=O)(=O)c3ccc(Cl)cc3)ccc2O1` gave EWS-Fli inh -20, INS-1E GSIS act -2, FN deposit inh -7, miR122 inh 0[16.7 µM], PAX8 reporter -12, DENV2 CPE rescue 1 and F508del corr 1.1.
Screening CC(OC(=O)C1CC1)C(=O)Nc1ccc([N+](=O)[O-])cc1Cl (configuration not stated) returned EWS-Fli inh 0, INS-1E GSIS act -8, FN deposit inh -1, PAX8 reporter -21, DENV2 CPE rescue 4 and F508del corr 2.3.
Cc1nn(C)c(C(=O)N/N=C/c2cccnc2)c1Cl was read as EWS-Fli inh -1, INS-1E GSIS act 17, FN deposit inh -3, miR122 inh -3, PAX8 reporter 4, DENV2 CPE rescue 1 and F508del corr 1.9.
For O=C(Nc1cc(Cl)ccc1O)C1CC(c2ccccc2O)=NO1 (configuration not stated) the results were EWS-Fli inh 26, INS-1E GSIS act -14, FN deposit inh 2, PAX8 reporter 7, DENV2 CPE rescue 16 and F508del corr -5.9.
For CC(=O)c1ccc2c(c1)C1C=CCC1C(C(=O)O)N2 (configuration not stated) the results were EWS-Fli inh -18, INS-1E GSIS act -1, miR122 inh -9, PAX8 reporter -11, DENV2 CPE rescue -1 and F508del corr -2.5.
For Cc1ccc(-c2cn(-c3ccc(OC(F)F)cc3)c3[n+]2CCCCC3)cc1 the results were EWS-Fli inh 6, INS-1E GSIS act -62, FN deposit inh -4, miR122 inh 11, PAX8 reporter 48, DENV2 CPE rescue -7 and F508del corr 0.4.
For O=C(N[C@@H](Cc1cccnc1)C(=O)N1CCC[C@H]1C(=O)NC1CCCC1)c1ccc(Cl)c(Cl)c1 the results were EWS-Fli inh -10, INS-1E GSIS act -5, FN deposit inh -1, PAX8 reporter 0, DENV2 CPE rescue -7 and F508del corr -0.4.
`CCc1cccc2c(C(=O)COC(=O)c3ccccc3)c[nH]c12` gave EWS-Fli inh -20, INS-1E GSIS act -5, FN deposit inh 4, PAX8 reporter -132, DENV2 CPE rescue 2 and F508del corr -0.1.
Screening CC(OC(=O)c1cccc(-n2cnnn2)c1)C(=O)Nc1cccc(Cl)c1 (configuration not stated) returned EWS-Fli inh 2, INS-1E GSIS act -7, FN deposit inh 7, miR122 inh 8, PAX8 reporter 21, DENV2 CPE rescue inconclusive and F508del corr 0.6.
CCc1nc2ccc(F)cc2c(C(=O)NC2CCCCC2C)c1C (configuration not stated) was read as INS-1E GSIS act -4, FN deposit inh 0, miR122 inh 2 and PAX8 reporter 3.
`COc1ccc(C(=O)C(C)OC(=O)CNC(=O)c2ccco2)cc1` (configuration not stated) gave EWS-Fli inh -6, INS-1E GSIS act 11, FN deposit inh -2, miR122 inh -2, PAX8 reporter -4, DENV2 CPE rescue -8 and F508del corr 0.7.
For O=C(Nc1ccc2c(c1)OCO2)N[C@@H]1CC[C@H](CCNC(=O)C2CCC2)O[C@H]1CO the results were EWS-Fli inh -7, INS-1E GSIS act 5, miR122 inh 5[16.7 µM], PAX8 reporter -3, DENV2 CPE rescue -5 and F508del corr -0.3.
Screening CC(C)(C)NC(=O)CSc1nnc(Cc2ccccc2)n1CC1CCCO1 (configuration not stated) returned EWS-Fli inh -6, INS-1E GSIS act 8, FN deposit inh 0, miR122 inh 2, PAX8 reporter -18, DENV2 CPE rescue -2 and F508del corr -1.5.
`COc1ccc(C(=O)COC(=O)CCN2C(=O)C3C4C=CC(C5CC45)C3C2=O)cc1` (configuration not stated) gave EWS-Fli inh 7, INS-1E GSIS act -23, FN deposit inh 2, PAX8 reporter -1, DENV2 CPE rescue -6 and F508del corr -2.1.
O=C1OCC(c2ccccc2)=C1c1ccccc1 was read as EWS-Fli inh 4, INS-1E GSIS act -3, FN deposit inh 0, miR122 inh -15, PAX8 reporter -16, DENV2 CPE rescue 2 and F508del corr -2.1.
Screening CCCn1nnc(NC(=O)c2ccc(OCC)c(Cl)c2)n1 returned EWS-Fli inh -22, INS-1E GSIS act -4, miR122 inh -4, DENV2 CPE rescue 1 and F508del corr 0.0.
O=C(CSc1nnc(CNC(=O)c2c(F)cccc2Cl)o1)c1ccccc1 was read as FN deposit inh -5, miR122 inh -4 and PAX8 reporter 8.
`O=C(c1cnsn1)N1CCC(CO)(Cc2ccc(Cl)cc2)CC1` gave EWS-Fli inh 6, INS-1E GSIS act -17, FN deposit inh -6, miR122 inh -8, PAX8 reporter 10, DENV2 CPE rescue -8 and F508del corr 2.4.
O=C(CN(c1ccccn1)S(=O)(=O)c1ccccc1)Nc1ccccc1 was read as EWS-Fli inh -6, INS-1E GSIS act 1, FN deposit inh -3, PAX8 reporter 10, DENV2 CPE rescue 15 and F508del corr 2.2.
CC1CN(Cc2nc3c(c(=O)n(C)c(=O)n3C)n2CCN2CCOCC2)CC(C)O1 (configuration not stated) was read as FN deposit inh 5, miR122 inh -6 and PAX8 reporter -4.
`COc1cccc(CNC2CCCCCCC2)c1OC` gave EWS-Fli inh 6, INS-1E GSIS act 13, FN deposit inh 0, miR122 inh 4, PAX8 reporter 6, DENV2 CPE rescue 6 and F508del corr 2.4.
COc1ccc(S(=O)(=O)N(C)C[C@@H]2OCCCC[C@H](C)Oc3ccc(N(C)C)cc3C(=O)N([C@@H](C)CO)C[C@H]2C)cc1 was read as EWS-Fli inh -2, INS-1E GSIS act 2, miR122 inh 12[16.7 µM], PAX8 reporter 1, DENV2 CPE rescue 5 and F508del corr 1.2.
Cc1cccc(-n2c(-c3csc4ccccc34)n[nH]c2=S)c1 was read as EWS-Fli inh -14, INS-1E GSIS act 3, FN deposit inh -13, PAX8 reporter 1 and DENV2 CPE rescue 6.
COc1ccccc1N1CCN(S(=O)(=O)c2ccc(NC(C)=O)cc2)CC1 was read as EWS-Fli inh -2, INS-1E GSIS act -14, FN deposit inh 3, PAX8 reporter 25, DENV2 CPE rescue -5 and F508del corr -1.4.
`Cc1ccccc1S(=O)(=O)N(C)C[C@@H]1OCc2ccccc2-c2ccccc2C(=O)N([C@H](C)CO)C[C@H]1C` gave EWS-Fli inh -6, INS-1E GSIS act -12, FN deposit inh 0, PAX8 reporter 4, DENV2 CPE rescue -1 and F508del corr -0.8.
Screening Nc1c(C(=O)NCc2cccs2)nnn1CC(=O)Nc1cccc(Cl)c1 returned EWS-Fli inh 14, INS-1E GSIS act -2, FN deposit inh 2, PAX8 reporter 14, DENV2 CPE rescue -2 and F508del corr 2.2.
For Cc1ccc(Cl)c2c(N=Nc3ccccc3)c(O)[nH]c12 the results were EWS-Fli inh -102, INS-1E GSIS act 19, FN deposit inh -9, miR122 inh 6, PAX8 reporter -93, DENV2 CPE rescue 2 and F508del corr 3.8.
O=C(NC1CCS(=O)(=O)C1)/C(=C\c1ccccc1)NC(=O)c1ccccc1 (configuration not stated) was read as INS-1E GSIS act 1, FN deposit inh -5 and PAX8 reporter 3.
O=C(OCc1nnc(-c2ccccc2)o1)c1ccc([N+](=O)[O-])o1 was read as EWS-Fli inh 2, INS-1E GSIS act 13, FN deposit inh -2, PAX8 reporter 15, DENV2 CPE rescue -2 and F508del corr -2.7.
`COc1ccc(/C=C(\C#N)C(=O)NCc2cccs2)cc1OC` gave INS-1E GSIS act 23, FN deposit inh 7, miR122 inh -5 and PAX8 reporter -7.
NC(=O)C1CCN(C(=O)c2ccc(Oc3cc(Cl)cc(Cl)c3)o2)CC1 was read as EWS-Fli inh -9, INS-1E GSIS act 9, FN deposit inh 4, miR122 inh -1, PAX8 reporter -2, DENV2 CPE rescue 0 and F508del corr 0.9.
COc1ccc2c3c([nH]c2c1)[C@H](CO)N(C(=O)Cc1ccccc1)CC31CCN(C(=O)Cc2ccccc2)CC1 was read as EWS-Fli inh 5, INS-1E GSIS act -12, DENV2 CPE rescue 5 and F508del corr 2.6.
COc1cc2nc(N(CCN(C)C)C(=O)c3ccc(S(=O)(=O)N(C)CC4CCCO4)cc3)sc2cc1OC (configuration not stated) was read as EWS-Fli inh 1, INS-1E GSIS act 16, FN deposit inh 3, miR122 inh -4, PAX8 reporter -1, DENV2 CPE rescue -9 and F508del corr -1.3.
Screening CC(=O)NC(c1ccco1)c1cc(Cl)c2cccnc2c1O (configuration not stated) returned EWS-Fli inh 8, INS-1E GSIS act 14, FN deposit inh 11, miR122 inh -6, PAX8 reporter 34, DENV2 CPE rescue inconclusive and F508del corr 2.2.
For CC(C)(C)N(NC(=O)Nc1ccccc1)C(=O)c1ccccc1 the results were EWS-Fli inh 8, INS-1E GSIS act -1, FN deposit inh 0, PAX8 reporter 3 and F508del corr 3.9.
Screening O=C(C[C@@H]1C=C[C@H](NS(=O)(=O)c2ccc(F)cc2)[C@@H](CO)O1)NC1CCC1 returned EWS-Fli inh 3, INS-1E GSIS act 14, FN deposit inh -3, PAX8 reporter 10, DENV2 CPE rescue 3 and F508del corr 0.0.
For COc1ccccc1C(=O)Nc1c[nH]c(=O)[nH]c1=O the results were EWS-Fli inh -1, INS-1E GSIS act 7, FN deposit inh 8, miR122 inh -2, PAX8 reporter -4, DENV2 CPE rescue -1 and F508del corr -2.6.
For Nc1ncc(-c2ccccc2)c(-c2ccc(OCc3ccccc3)cc2O)n1 the results were EWS-Fli inh 4, INS-1E GSIS act 15, FN deposit inh -12, miR122 inh -7, PAX8 reporter 13, DENV2 CPE rescue -1 and F508del corr 2.0.
COc1cc(/C=N/Nc2nc3ccccc3[nH]2)cc(Br)c1OCC(=O)N(C)C was read as EWS-Fli inh 19, INS-1E GSIS act -13, FN deposit inh 6, miR122 inh 3, PAX8 reporter -4, DENV2 CPE rescue -6 and F508del corr 3.4.
